Assay outcomes: PubChem, Fisher Drug Discovery Resource Center
hcGAS inh = inhibitors of human cGAS | Q8N884 | recombinant h-cGAS, ATP depletion, Kinase-Glo luminescence | inhibition, % at 12.5 µM | actives 0.081% (n = 290,000) | AID 1259398;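 note: 0% = vehicle reaction and 100% = reaction without DNA for no activity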
Target sequence (Q8N884 whole entry, looked up): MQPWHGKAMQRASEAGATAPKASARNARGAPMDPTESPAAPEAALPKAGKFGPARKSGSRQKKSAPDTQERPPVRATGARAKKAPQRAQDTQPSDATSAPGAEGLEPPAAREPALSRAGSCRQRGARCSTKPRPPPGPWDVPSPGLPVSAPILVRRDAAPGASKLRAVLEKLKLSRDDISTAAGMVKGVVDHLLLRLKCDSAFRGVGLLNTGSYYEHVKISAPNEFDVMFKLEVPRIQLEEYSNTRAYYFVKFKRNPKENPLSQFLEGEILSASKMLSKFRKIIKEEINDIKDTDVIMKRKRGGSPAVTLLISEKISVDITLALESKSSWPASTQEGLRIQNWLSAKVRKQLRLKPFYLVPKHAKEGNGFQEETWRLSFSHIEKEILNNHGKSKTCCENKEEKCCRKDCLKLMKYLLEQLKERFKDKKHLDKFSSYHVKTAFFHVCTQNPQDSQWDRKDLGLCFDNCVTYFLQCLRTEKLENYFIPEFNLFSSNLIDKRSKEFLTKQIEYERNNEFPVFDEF
NPYLR7 agonist = activates Aedes aegypti NPYLR7 receptor. actives 0.15% (n = 270,000). activation, % at 10 µM. HEK293T NPYLR7/Galpha15, GCaMP6s calcium fluorescence; in the data active = activation above about 40%;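 note: 0% = vehicle and 100% = reference agonist at the receptor; some compounds past the cut are filed as inactive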
mcGAS lum = mouse cGAS inhibition by luminescence; Q8C6L5; recombinant cGAS, Kinase-Glo ATP depletion luminescence; inhibition, % at 12.5 µM; actives 0.15% (n = 160,000);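 note: 0% = negative control wells and 100% = reference inhibitor with no enzyme activity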
* = called active by the depositor; · = no result given; & = joins results of further samples. Cut-off read from the data, not from the text of the source, unless noted: active = inhibition above about 40%; inactive = the rest.

Preview, 3 compounds:
Structure	hcGAS inh	NPYLR7 agonist	mcGAS lum
O=C(Nc1ccccc1-c1ccc2ncccc2c1)C1CC1	-5	1	-14
N#CC1C(=N)C(C#N)(C#N)C2(CCC3(CC2)OCCO3)C2CC3(CC=C12)OCCO3 (configuration not stated)	0	7	·
CC12CC3CC(C)(C1)CC(C(=O)NN=Cc1cccc([N+](=O)[O-])c1)(C3)C2	-6	-4	-8

This part in full, repeating the preview:
Structure	hcGAS inh	NPYLR7 agonist	mcGAS lum
O=C(Nc1ccccc1-c1ccc2ncccc2c1)C1CC1	-5	1	-14
N#CC1C(=N)C(C#N)(C#N)C2(CCC3(CC2)OCCO3)C2CC3(CC=C12)OCCO3 (configuration not stated)	0	7	·
CC12CC3CC(C)(C1)CC(C(=O)NN=Cc1cccc([N+](=O)[O-])c1)(C3)C2	-6	-4	-8
CCOc1ccc(Oc2cc(NC(=O)c3cnn4c(C(F)(F)F)cc(-c5ccc(Br)cc5)nc34)cc([N+](=O)[O-])c2)cc1	-6	9	-4
N#CC(C#N)=Cc1cn(CCC(=O)O)nc1-c1cccc(Cl)c1	2	1	·
CCOc1cccc2sc(N(CCN(C)C)C(=O)c3ccc(Br)s3)nc12	-3	1	-6
Cc1cccnc1N1CCN(C(=O)[C@@]23CC[C@@](C)(OC2=O)C3(C)C)CC1	4	13	·
Cc1cc(C)n2c(=S)n(CN3CCOC(C)C3)nc2n1 (configuration not stated)	-11	1	·
O=c1[nH]sc2ccccc12	-2	-3	·
O=C(CCC(=O)N1CCCCCCCC1)NC1CCCC1	-9	7	-9
CC(C)CC(=O)Nc1cc(Br)ccc1-n1cncn1	4	-30	·
Cc1ccc(-c2nc(CN3CCCC(N4CCNC4=O)C3)cs2)o1 (configuration not stated)	-9	-23	·
COC(=O)c1ccc(COC(CN2CCN(C(=O)c3cc(C)oc3C)CC2)c2cccc(OC)c2)cc1 (configuration not stated)	-5	·	-6
CCCC(O)CN(Cc1ccccc1)Cc1cccn1Cc1ccc(C(C)(C)C)cc1 (configuration not stated)	-7	·	-11
O=C(O)c1sc(-c2ccccc2)cc1NC(=O)C1CC1	6	-21	·
O=C(CSc1n[nH]c(=O)c2cc(-c3ccco3)nn12)c1ccc2c(c1)OCO2	1	·	-8
COC(=NCCCc1ccccc1)NC(=O)c1cccc(C(F)(F)F)c1	-4	17	-6
Cc1cc(C)n(-c2nc3c(c(=O)n2CC(=O)NC(C)(C)C)CCCC3)n1	-2	·	-7
O=S(=O)(c1cccc(C(F)(F)F)c1)N1CCC(c2cn(Cc3cccc(F)c3)c3ccccc23)CC1	-9	5	-8
O=S(=O)(c1ccc(F)c(Cl)c1)N1CCN(CC(OCc2c(F)cccc2F)c2ccc(Cl)cc2)CC1 (configuration not stated)	0	25	-5
Clc1ccc(OCc2nnc3n2CCCCC3)c(Cl)c1	-7	1	-4
COC(=O)c1sc(C)cc1NC(C)=O	-6	6	·
CC(C)Oc1cc(N2CC[C@@H](O)C2)nc(N)n1	-6	17	·
CC1Cc2ccccc2N(C(=O)C2CCCN2C(=O)C2CC2)C1 (configuration not stated)	-6	-1	-13
Cc1nnc2sc(COc3ccc(Cl)cc3Cl)nn2c1=O	-2	8	·
CN(CC(=O)NCC(=O)Nc1ccc(F)c(F)c1)S(=O)(=O)c1ccc2ccccc2c1	-3	1	-5
Cc1nc(SCC(=O)c2cccs2)c(C#N)c(C)c1C	-2	-1	·
COC(=O)c1c(C)c(C(=O)CN(CC2CCCO2)C(=O)NC2CCCCC2)c(C)n1C (configuration not stated)	-10	-4	-7
O=C(c1cn(CCN2CCCCC2)nn1)N1CCC(Oc2ccccc2F)CC1	-12	13	·
O=C(NNC(=O)c1ccccn1)c1cccc(S(=O)(=O)NC2CC2)c1	1	-5	0

The list continues.
Structure	hcGAS inh	NPYLR7 agonist	mcGAS lum
CC(C)(C)n1c[n+](-c2ccc(Br)cc2)c(-c2ccccc2Cl)n1	-2	5	-10
Cn1cc(S(=O)(=O)N2CCN(c3ccc(F)cc3)CC2)c(=O)n(C)c1=O	2	-2	-2
Cc1cccc(C)c1OC1CN(C(=O)c2cnc3ccccn3c2=O)C1	-3	0	·
Cn1c(=O)c2c(nc(CN3CCN(CCO)CC3)n2Cc2ccc(Cl)cc2Cl)n(C)c1=O	-4	-1	·
CC1(Cc2ccccc2)C(=O)Nc2ccc(S(=O)(=O)NC3CCCCC3)cc21 (configuration not stated)	-2	2	-1
CCOC(=O)c1cc(CCC(C)C)n(-c2ccc(C(=O)NC3CCCCC3)cc2)n1	-7	3	-7
COc1cccc(NC(=O)CCC2CCN(C(=O)[C@@H]3C[C@H]3c3ccccc3)CC2)c1	-7&-6	7	·
COCC(=O)N1CCCN(C(=O)c2cc3ccc(C(C)C)cc3[nH]2)CC1	-7	3	·
Cc1cc(NC(=O)C2CC2C2CC2)n(C)n1 (configuration not stated)	-3	0	·
COc1ccc(C2C(C(=O)OCCc3ccccc3)=C(C)NC3=C2C(=O)CC(c2ccccc2)C3)cc1 (configuration not stated)	-4	12	-7
Cc1cc(C(=O)Nc2c(C)nc3ccccn3c2=O)ccc1[N+](=O)[O-]	-6	-3	·
COc1ccccc1N1CCN(c2nc(C3CC3)nc3ccccc23)CC1	-1	10	-2
COc1ccccc1CCNC(=O)N(C)C(C)c1cc2ccccc2o1 (configuration not stated)	-2	7	·
Cc1cc(C)c(S(=O)(=O)N2CCN(c3ccc(-n4cccn4)nn3)CC2)cc1C	-6	-5	-8
CCCCc1cc(NC(=O)c2c[nH]c(=O)c(Br)c2)n[nH]1	4	2	·
COc1cccc(/C=N\Nc2ccc3c(Cl)cc(Cl)c(O)c3n2)c1O	-6	-4	-5
c1ccc2c(c1)sc1nncn12	6	0	·
COc1cc(-n2ccnc2-c2ccc3c(c2)OCCO3)cc(OC)c1OC	-9	3	·
CCNC(=S)NC(=NCc1cccnc1)Nc1nc(C)cc(C)n1	-5	2	·
CC(c1nnc(-c2ccccc2)o1)N(C)CC12CC3CC(CC(C3)C1)C2 (configuration not stated)	-4	4	-8
Cc1nc(NC2(c3cc(F)ccc3F)CC2)c2cnn(C)c2n1	-5	3	-12
Cc1nnsc1C(=O)N1Cc2cnc(C(C)(C)C)nc2C1	-5	6	-8
O=C(CN(CCN1CCCC1)c1ccccc1)NCc1ccco1	-10	-2	·
COc1ccc(OC)c(S(=O)(=O)n2nnc3ccccc32)c1	-4	0	·
Cc1ccc2nc(C)c(NC(=O)CC(C)(C)C)c(=O)n2c1	-5	0	·
COc1ccc(S(=O)(=O)NCC2CCCN(C(=O)CCn3cccn3)C2)cc1 (configuration not stated)	-11&-1	18&6	-3
COc1cc(C(=O)NCCCc2n[nH]c(C)n2)cc(OC)c1C	-7	0	-14
CC(C)(C)c1cc(NC(=O)c2ccc(F)c(Cl)c2)n(-c2cc(Cl)ccc2Cl)n1	-2	24	-6
CC1(C)CN(C(=O)c2ccco2)C2(S1)C(=O)Nc1ccc(Cl)cc12 (configuration not stated)	-7	3	-6
Cc1ccc(S(=O)(=O)N2CCCN(CCCn3c(=O)[nH]c4ccccc43)CC2)cc1	5	-3	·

(more compounds)
Structure	hcGAS inh	NPYLR7 agonist	mcGAS lum
COCCCn1c(SCc2cccc(Oc3ccccc3)c2)nnc1-c1cc(-c2ccccc2)nc2ccccc12	-6	-8	-5
OC(c1ccc(F)c(F)c1)c1nc(-c2cncnc2)cs1 (configuration not stated)	-7	4	·
N#CC1C=Cc2ccccc2C1C(=O)/C=C/c1ccccc1 (configuration not stated)	-2	6	·
N#Cc1cn(-c2cc(Cl)ccn2)c(=O)[nH]c1=O	-3	-7	·
O=c1c2cc3c(=O)n(C4CCCC4)ccc3nc2ccn1CCN1CCOCC1	-6	5	·
CC(C)n1nccc1-c1nnc(NC(=O)c2ccccc2)o1	-7	-1	-7
O=C(Cc1c[nH]c2ccccc12)N1CCOC(Cc2ccccc2)C1 (configuration not stated)	4	3	1
CCc1cccc(OCCN(C)c2ncnc3c2CCNC3)c1	-3	5	-15
CCCCNc1cc(C)nc2c(-c3ccccc3Cl)c(C)nn12	-4	4	-10
CO[C@@H]1CC[C@H]2C[C@@H]1[C@@H](Oc1ccccn1)CN2C(=O)c1ccco1	-5	25	-8
Cc1ccc(Oc2ccc(NC3CCOC3=O)cc2)nc1 (configuration not stated)	-4	18	·
CCOC1=CC(=Cc2c(N)n3nc(-c4ccccc4C)sc3nc2=O)C=CC1=O	-3	4	·
CCN(Cc1noc(CC(C)C)n1)C(=O)CCN1CCCCO1	-5	0	·
COCC(=O)N1CCN(c2ccc(Cl)cc2Cl)C(=O)C1C (configuration not stated)	3	-16	0
O=C(Nc1cccc(-c2nc3ccccc3o2)c1)c1coc2ccccc2c1=O	-2	1	·
CCCCC(CC)COCCCNC(=O)c1cc(-c2cc(OC)c(OC)c(OC)c2)nc2ccccc12 (configuration not stated)	0	8	-6
CCC(C)CN(CC(=O)N1CCc2sccc2C1COc1ccc(Cl)c(C)c1)C(=O)Nc1ccc(C)cc1 (configuration not stated)	-8	21	-6
COc1ccc(OC)c(NC(=S)N2CC(=O)N3CCc4cc(C)ccc4C3C2)c1 (configuration not stated)	-2	8	-4
O=C(NCCn1ncc2c(N3CCCCCC3)ncnc21)c1cc(-c2ccccc2)on1	-7	2	-7
CCCn1c(=O)c2ccccc2n(C(CC)C(=O)Nc2ccc(OC)cc2)c1=O (configuration not stated)	-4	-1	-3
CC(=O)Oc1c(-c2ccc(NC(=O)Cc3ccccc3)cc2)c(-c2cccc(C)c2)nn1-c1ccc(C)cc1	-6	4	-4
Cc1ccc(S(=O)(=O)N/N=C2/C3CN4CCN(C3)CC2(c2ccccc2)C4)cc1	-5	-4	·
COCC(O)CN1CCc2c(F)ccc(F)c2C1 (configuration not stated)	-16	-6	·
Clc1ccc2c(NC3CC3)nc(Cc3ccccc3)nc2c1	-6	5	-4
COc1c(S(=O)(=O)N2CCCC2)ccc(Cl)c1Cl	-8	2	·
O=C(NCC(O)c1c(F)cccc1F)c1ccsc1 (configuration not stated)	-2	-4	·
OC[C@H]1O[C@@](CO)(O[C@@H]2O[C@H](CO)[C@@H](O)[C@H](O)[C@H]2O)[C@@H](O[C@@H]2O[C@H](CO)[C@@H](O)[C@H](O)[C@H]2O)[C@@H]1O	-5	-5	·
O=C(Nc1ncc(Cc2ccc(SC(F)F)cc2)s1)c1cccc([N+](=O)[O-])c1	-6	-4	-9
CC(C)=CC(=O)NC(c1ccc(S(C)(=O)=O)cc1)c1cccc(N(C)C)c1 (configuration not stated)	-9	-7	-5
O=C(O)c1ccnn1C(F)F	1	-5	-2

An excerpt from above in order of count of non-hydrogen atoms, falling.
Structure	hcGAS inh	NPYLR7 agonist	mcGAS lum
CCC(C)CN(CC(=O)N1CCc2sccc2C1COc1ccc(Cl)c(C)c1)C(=O)Nc1ccc(C)cc1 (configuration not stated)	-8	21	-6
CCCn1c(=O)c2ccccc2n(C(CC)C(=O)Nc2ccc(OC)cc2)c1=O (configuration not stated)	-4	-1	-3
O=C(Nc1ncc(Cc2ccc(SC(F)F)cc2)s1)c1cccc([N+](=O)[O-])c1	-6	-4	-9

Full records as entered above:
Profile of CCOc1cccc2sc(N(CCN(C)C)C(=O)c3ccc(Br)s3)nc12 → hcGAS inh = -3; NPYLR7 agonist = 1; mcGAS lum = -6
Profile of COc1ccccc1N1CCN(c2nc(C3CC3)nc3ccccc23)CC1 → hcGAS inh = -1; NPYLR7 agonist = 10; mcGAS lum = -2
Profile of Cc1ccc(S(=O)(=O)N/N=C2/C3CN4CCN(C3)CC2(c2ccccc2)C4)cc1 → hcGAS inh = -5; NPYLR7 agonist = -4; mcGAS lum = ·

Remaining list, next part
Structure	hcGAS inh	NPYLR7 agonist	mcGAS lum
CCc1nc(N)c(C#N)c(-c2cccn2C)c1C	1	4	·
COc1ccc(S(=O)(=O)NC(=O)C2(C)CCN2C(=O)Cc2cc(C)cc(C)c2)cc1 (configuration not stated)	-10	1	·
CN(CCCN1c2ccccc2CCc2ccccc21)S(=O)(=O)c1ccccc1F	-8	-5	-5
Cc1nn(C)cc1-c1ccnc(NC(C)c2ccc(-n3cncn3)cc2)n1 (configuration not stated)	-7	13	·
CS(=O)(=O)CCC(=O)Nc1c(F)cc(Br)cc1F	-6	3	-16
O=C(c1ccc(-c2ccc3c(c2)OCCO3)s1)N1CCc2ccccc2C1c1ccc(F)cc1 (configuration not stated)	-5	-3	-7
CCc1cccc(OCCCN(C)C(=O)c2cccc3nccnc23)c1	3	-8	-9
COc1cc(C)c(S(=O)(=O)NCCOC23CC4CC(CC(C4)C2)C3)cc1C	7	·	1
c1nc(Nc2ccc3c(c2)OCCCO3)c2sccc2n1	-5	11	·
